Compound activity (PubChem)
Growth percent in the NCI-60 one-dose screen (48 h, 10 µM unless noted): 100 = growth as untreated, 0 = no growth, -100 = all killed.
RXF 393 – RXF 393 renal cancer cells; AID 1794773; 77,000 compounds, 6.9% hits
OVCAR-8 – OVCAR-8 ovarian cancer; 81,000 compounds, 4.4% hits; AID 1794782
OVCAR-4 – OVCAR-4 ovarian cancer cells | 80,000 compounds, 3.7% hits | AID 1794784
ACHN – ACHN renal cancer; 81,000 compounds, 4.9% hits
A498 – A498 renal cancer cells. 76,000 compounds, 5.4% hits. AID 1794774
IGROV1 – IGROV1 ovarian cancer. 79,000 compounds, 4.7% hits
OVCAR-3 – OVCAR-3 ovarian cancer | AID 1794787 | 79,000 compounds, 7% hits
SK-OV-3 – SK-OV-3 ovarian cancer cells | 80,000 compounds, 3.2% hits | AID 1794785
OVCAR-5 – OVCAR-5 ovarian cancer | 82,000 compounds, 2.9% hits | AID 1794783
* = called active by the depositor; / = not tested or not shown; & = joins results of further samples; ! = not confirmed by another sample. The calls were made as follows: active = growth percent below 10; inactive = the rest.

SMILES	RXF 393	OVCAR-8	OVCAR-4	ACHN	A498	IGROV1	OVCAR-3	SK-OV-3	OVCAR-5
CCOC(=O)C(C(=O)OCC)C(C)CC (centres undefined)	111.1&126.2&114.4	92.8&119.6&104.6	105.3&98.9&113.9	101.2&95.4&100.9	121.4&101.8	123.0&101.6&105.6	100.2&108.9&110.5	103.1&107.9&99.5	106.3&95.4&105.5
CCCCCCC/C(=N\N=C(N)N)c1ccc(O)cc1	-35.5*	60.4	36.2	47.6	46.6	33.6	35.8	46.8	58.3
COC(=O)c1c(C=O)cccc1[N+](=O)[O-]	119.0	100.5	88.2	95.6	97.5	97.3	110.9	104.8	90.9
COc1ccc(C2SCC(=O)N2NC(=O)CCC(=O)c2nc3ncccc3[nH]2)cc1OC (centres undefined)	72.2	90.2	95.7	97.3	78.3	88.6	99.8	109.3	85.6
COCCOC(=O)C1=C(C)NC(C)=C(C(=O)OC(C)C)C1c1cccc([N+](=O)[O-])c1 (centres undefined)	110.2	88.4	98.8	85.7	99.1	96.0	94.9	105.9	102.8
Cc1cccc(C)c1NC(N)=O	107.2	109.0	104.2	111.8	95.5	110.3	103.3	105.7	108.2
Cc1ccc(-n2nc3c(c(C#N)c2=O)CC(c2ccccc2Cl)C([N+](=O)[O-])=C3O)cc1 (centres undefined)	101.4	101.7	90.4	100.1	85.9	90.0	102.6	/	108.4
O=C(/C=C/c1ccc(Cl)cc1)c1ccc(Cl)cc1	96.0	105.9	106.4	108.9	82.8	88.1	89.7	103.5	104.5
NC(N)=N/N=C\c1cccc(OCc2ccccc2)c1	62.1	89.3	64.3	87.4	/	74.7	79.1	81.6	85.3
COc1ccc(C(=O)C2=CC(=O)C(=O)C2)cc1OC	106.2	113.0	109.0	102.6	94.3	99.3	108.2	103.9	98.2
Cc1ccc(S(=O)(=O)NCCCNc2nc(Nc3ccc(N4CCN(C)CC4)cc3)nc3ccsc23)cc1	-59.3*	40.0	23.7	11.7	56.2	57.1	14.6	117.4	73.9
COc1ccc(Cc2nnc3sc(SC)nn23)cc1	119.5	104.3	100.2	114.7	96.6	106.9	111.6	105.4	116.7
CCOC(=O)CC1(O)CSc2nc(N)cc(=O)n21 (centres undefined)	111.1	102.7	98.5	104.1	98.0	104.1	102.7	109.6	103.0
Cc1cc(O)cc(C)c1N	120.1	102.8	113.0	101.8	120.4	97.4	106.6	91.4	96.7
O=C(NCCN1CCNCC1)Nc1ncccc1OCc1cccc(F)c1	105.3	102.6	102.8	106.2	101.5	102.9	103.0	113.6	96.8
CC(=O)Nc1c([N+](=O)[O-])cc2c3c(cccc13)CC2	89.7&103.7	100.0&99.9	90.2&122.7	99.8&107.9	92.1	106.7&120.4	110.0&104.4	104.5&103.5	89.3&113.0
O=C(O)/C=C/c1ccc(-c2cc(C(F)(F)F)cc(C(F)(F)F)c2)o1	105.6	91.4	97.2	90.2	103.0	94.1	112.1	97.5	96.7
CC(=O)OCCCCCCn1c2ccccc2c2c3c(c4c5ccccc5n(C)c4c21)C(=O)N(O)C3=O	100.2	66.3	70.5	74.9	52.9	49.6	77.2	86.9	98.6
C/C=C(\C)CCC(C)(O)CC (centres undefined)	116.9	99.9	94.4	104.9	103.1	111.3	107.6	106.6	106.3
COc1c(N2CC3CCCNC3C2)c(F)cc2c(=O)c(C(=O)N/N=C/c3ccc(Br)cc3)cn(C3CC3)c12 (centres undefined)	/	90.3	90.1	89.2	74.3	75.2	81.7	99.6	92.8
CCOC(=O)c1cnc2cc(Cl)cc(Cl)c2c1Nc1cccc(S(=O)(=O)NC)c1	67.1	83.6	86.1	61.3	46.9	83.7	91.1	69.7	102.6
COC(=O)Cc1cc(COC(C)=O)ccc1C	106.7	108.4	114.3	103.5	95.4	106.7	109.5	124.6	103.4
COc1cc(C(SCc2ccccc2)SCc2ccccc2)ccc1O	90.3	90.8	87.2	94.1	98.1	100.1	91.6	88.2	101.7
CCCC/C(=C\c1ccc(O)c(O)c1)C(=O)NC(Cc1ccccc1)C(=O)C(=O)NCc1ccccc1 (centres undefined)	75.5	83.2	63.7	79.7	96.3	77.6	80.6	108.2	96.9
Cc1ncc(C(=O)Nc2ccccc2)[nH]1	128.6	106.4	107.7	105.3	124.8	122.6	121.1	112.0	108.9
COc1ccc(/C(C)=C(\c2ccc(Cl)cc2)c2ccc(OCCN(C)C)cc2)cc1F	/	65.5	56.1	92.0	98.5	47.6	64.7	92.9	78.0
COc1ccc(/C=N/C2=C(C#N)C(c3ccc(OC)cc3)c3ccc4ccccc4c3O2)cc1 (centres undefined)	84.8	84.7	85.4	81.4	26.6	56.2	78.9	77.6	104.2
COc1ccc(CCCC(=O)O)cc1OC	103.4	100.0	105.8	99.9	113.3	108.5	105.3	100.8	106.1
O=C(NCc1ccc(F)cc1)c1cn2cc(Cl)ccc2n1	117.5	106.5	102.8	114.0	100.4	107.3	105.8	98.2	101.5
NS(=O)(=O)c1ccc(CCn2c(-c3ccc(O)cc3)nc(-c3ccccc3)c2-c2ccccc2)cc1	107.8	104.4	106.6	103.3	106.9	115.8	/	109.1	106.4
C=CCOC(=O)C1=C(C)NC2=C(C(=O)CC(c3ccccc3)C2)C1c1cc(OC)ccc1OC (centres undefined)	79.0	93.7	87.0	87.9	97.6	90.5	94.1	73.3	99.6
O=C(CSc1nc(-c2ccccc2)[nH]c1S(=O)(=O)c1ccccc1)NCc1ccc(Cl)cc1	90.8	89.4	79.1	90.2	73.5	91.5	93.0	96.0	106.3
CCOc1ccc(Nc2c3ccccc3nc3ccccc23)cc1	10.0*!	36.9&22.9&83.6	37.9&36.4&90.9	6.2*!	72.8&35.5&73.5	16.5&20.4&92.1	35.1&17.9&96.5	40.5&30.7&96.6	47.8&29.4&90.8
COc1ccc(C2=NN(C(C)=O)C(c3ccc(OCc4ccc(Cl)cc4)c(OC)c3)C2)cc1OC (centres undefined)	52.9	43.5	29.4	42.9	64.9	49.0	41.4	84.9	79.8
O=C(Nc1ccc(F)cc1)Nc1cccc(-c2cc(=O)c3ccccc3o2)c1	105.2	101.5	95.1	105.0	/	101.9	111.2	106.0	92.8
COc1cc(/C=C2/SC(=O)N(CCCC(=O)N3CCN(c4cc5c(cc4F)c(=O)c(C(=O)O)cn5C4CC4)CC3)C2=O)cc(OC)c1OC	116.6	98.1	101.8	102.2	97.7	103.8	108.4	/	96.7
CC1(C)CC(=O)C(/C=N/C(=S)Nc2ccc(S(N)(=O)=O)cc2)=C(O)C1	116.8	104.6	94.5	102.6	107.3	100.1	106.4	102.4	98.5
CO[C@@H](c1c(Cl)cccc1Cl)[C@H](C)OS(N)(=O)=O	107.6	101.2	104.4	105.5	106.0	103.8	114.9	110.6	109.6
Cc1ccc2c(c1)C(=O)C(=O)N2	101.5	113.4	98.7	96.9	69.7	92.7	100.9	94.1	95.9
CCCCCCCCCCNC(=O)CI	-86.5*	1.0*	-44.1*	-93.7*	110.6	-67.4*	-70.3*	5.8*	95.8
CC12CCC(C(=O)CC1=O)C2(C)C (centres undefined)	106.5&106.2	99.5&103.5	100.6&101.2	105.8&107.4	107.9&93.2	104.1&110.4	106.0&104.5	105.2&104.2	106.2&101.1
O=C(O)CCC(=O)Nc1ccc(S(=O)(=O)Nc2nccs2)cc1	/	103.0&107.1	117.6&98.4	118.0&98.4	85.2&109.4	107.0&105.7	114.6	106.0&106.3	104.4&100.8
COc1ccc(CC(C#N)c2ccc(Cl)cc2)cc1 (centres undefined)	92.1	99.0	102.7	102.0	49.7	68.8	77.2	89.3	82.9
Cc1nc2nc(N)[nH]c(=O)c2nc1C	108.6	104.6	102.7	104.1	98.8	102.2	105.6	101.4	85.8
COc1cc(/C=C/C(=O)c2ccc(C(F)(F)F)cc2)ccc1Oc1nc(Nc2ccc(F)cc2)nc(N(C)C)n1	/	85.0	69.8	84.2	94.4	91.4	79.6	103.5	92.7
CSc1nc(C)cc(Cl)n1	111.7	114.6	/	119.2	119.0	125.4	117.2	115.2	117.9
COc1cnc2c(c1)C(=O)c1c-2n(CCCN2CCCC2)c(=O)c2cc([N+](=O)[O-])ccc12	-88.7*	-37.2*	10.4	-91.2*	-97.9*	-5.7*	-72.4*	-9.5*	-28.4*
Oc1ccc(N=Cc2ccc(OCc3ccccc3)cc2)cc1	99.2	96.3	95.2	99.7	75.8	108.4	102.8	112.0	111.4
C#C[C@]1(O)CC[C@H]2[C@@H]3CC[C@H]4CC(F)(F)CC[C@]4(C)[C@H]3CC[C@@]21C	86.4	84.6	94.2	89.3	41.1	94.2	93.9	60.8	88.5
CC(C)(O)CN/C=C(\C(=O)OC(C)(C)C)N1C(=O)C2CCCCC2C1=O (centres undefined)	112.1	111.4	111.2	106.9	112.1	97.8	107.1	107.9	108.3
CC(C(=O)n1cc(-c2ccccc2)c(-c2ccccc2)c1)c1ccccc1 (centres undefined)	111.6	99.2	107.2	114.5	99.8	111.3	118.4	105.3	105.5
O=C(Cl)CC1CC(=O)OC1=O (centres undefined)	/	115.7	112.3	109.7	95.8	130.2	109.3	105.1	113.9
Nc1nc2nccnc2c(=O)[nH]1	106.6&122.4	101.4&109.2	101.2&102.0	100.2&105.0	97.3&108.8	104.1&117.8	110.0&107.9	104.7&118.7	102.5&102.7
OC[C@H]1O[C@@H](O[C@H]2[C@H](O)[C@@H](O)[C@@H](O)O[C@@H]2CO)[C@H](O)[C@@H](O)[C@H]1O	118.1	105.0	111.2	109.4	85.8	127.6	111.8	113.3	100.9
COc1ccc(/C=C/C(=O)NCCO)cc1	106.0	96.4	102.7	101.1	85.0	98.3	100.9	94.2	88.2
O=C(Nc1ccc(F)cc1)Nc1ccc(NC(=O)c2cc(=O)[nH]c3ccccc23)cc1	112.7	100.3	105.0	105.7	109.6	107.2	107.6	101.6	121.7
O=C(NC1CCOCC1)c1ccc2c(c1)CN(c1ncc(Cc3cccc(-n4cccn4)c3)s1)CC2	73.7	76.6	62.1	/	46.6	89.8	78.4	78.6	95.1
O=C(O)c1ccc(-n2cc(CNc3cc(F)c(F)c(F)c3)c(-c3ccc(F)cc3)n2)cc1	/	83.9	95.5	71.4	97.6	91.9	96.3	115.7	107.9
O=c1c2ccccc2nc(SCCN2CCCCC2)n1CCc1ccccn1	103.6	99.8	97.6	100.8	81.9	111.7	103.6	101.8	95.1
Cc1nc2n(c(=O)c1CCN1CCC(c3noc4cc(F)ccc34)CC1)CCCC2	102.3&107.8	95.0&94.1	107.3&94.4	99.4&104.0	80.6&73.1	111.0&120.4	107.6&109.3	98.1&120.3	94.4&110.1

Next section:
SMILES	RXF 393	OVCAR-8	OVCAR-4	ACHN	A498	IGROV1	OVCAR-3	SK-OV-3	OVCAR-5
Cc1cc(C)c2cc3c(nc2c1)Nn1c(nnc1-c1ccc[nH]c1=S)SC3	/	104.1	114.2	100.3	82.0	98.2	106.8	87.6	95.4
COc1ccc(/C=C/C(=O)c2ccc(NC(=O)CSc3nnc(-c4ccc(-c5nc6ccccc6[nH]5)cc4)o3)cc2)cc1	106.9	76.7	96.7	99.8	119.7	90.4	86.2	106.4	103.3
O=C(CSc1nc2sc3c(c2c(=O)[nH]1)CCCC3)NCCO	94.4	99.9	107.9	104.5	105.0	87.7	95.6	113.6	91.4
CC(N)(C(=O)O)C1CCCC1 (centres undefined)	108.6	99.3	86.5	101.9	85.6	108.2	111.2	110.5	104.9
COc1ccc(OC)c(C2OC(c3ccc4ccccc4c3O)=NN2C(C)=O)c1 (centres undefined)	53.1	81.0	75.5	69.5	37.4	75.8	52.4	58.0	102.2
O=C1NC(=O)C([N+](=O)[O-])=C(O)C1=O	94.7	95.3	109.9	106.6	/	111.9	104.2	101.7	98.5
O=C1Nc2ccc(F)cc2/C1=C\c1ccc(OCc2ccccn2)cc1	75.8	96.5	94.6	76.3	67.5	93.6	91.8	96.2	109.5
Cc1nnc2c3ccccc3ccn12	117.0	111.6	122.7	107.8	97.7	121.4	117.5	108.2	100.9
COc1ccc(Oc2[nH]n(C3=Nc4ccccc4Sc4ccccc43)c(=O)c2C#N)cc1	94.2	96.2	112.4	89.5	/	91.6	91.8	95.5	116.4
COc1cc(/C(C)=C(\c2ccc(Cl)cc2)c2ccc(OCCN3CCCCCC3)cc2)ccc1F	66.5	81.4	60.7	94.9	/	61.3	74.7	106.4	82.9

Six compounds drawn at random from those above:
SMILES	RXF 393	OVCAR-8	OVCAR-4	ACHN	A498	IGROV1	OVCAR-3	SK-OV-3	OVCAR-5
CC(=O)Nc1c([N+](=O)[O-])cc2c3c(cccc13)CC2	89.7&103.7	100.0&99.9	90.2&122.7	99.8&107.9	92.1	106.7&120.4	110.0&104.4	104.5&103.5	89.3&113.0
Nc1nc2nccnc2c(=O)[nH]1	106.6&122.4	101.4&109.2	101.2&102.0	100.2&105.0	97.3&108.8	104.1&117.8	110.0&107.9	104.7&118.7	102.5&102.7
COc1ccc(/C=N/C2=C(C#N)C(c3ccc(OC)cc3)c3ccc4ccccc4c3O2)cc1 (centres undefined)	84.8	84.7	85.4	81.4	26.6	56.2	78.9	77.6	104.2
CCOc1ccc(Nc2c3ccccc3nc3ccccc23)cc1	10.0*!	36.9&22.9&83.6	37.9&36.4&90.9	6.2*!	72.8&35.5&73.5	16.5&20.4&92.1	35.1&17.9&96.5	40.5&30.7&96.6	47.8&29.4&90.8
Cc1nnc2c3ccccc3ccn12	117.0	111.6	122.7	107.8	97.7	121.4	117.5	108.2	100.9
Cc1cc(C)c2cc3c(nc2c1)Nn1c(nnc1-c1ccc[nH]c1=S)SC3	/	104.1	114.2	100.3	82.0	98.2	106.8	87.6	95.4
